Source: PubChem BioAssay
FXIa inh mix: FXIa protease inhibitors in compound pools, primary screen, biochemical, 10-compound mixtures | inhibition, % at 5 µM | 62,000 compounds, 0.19% hits | purified FXIa, fluorogenic substrate, pooled mixtures | Coagulation factor XI (Homo sapiens), P03951;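 also: each value is inhibition by a whole ten-compound pool holding the compound; 0% = enzyme with no mixture and 100% = wells lacking enzyme; strong numbers were not always called active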
Hsp90 inh: tumor Hsp90 inhibitors, primary screen, cell lysate, fluorescence polarization, NCI-N417 lysate; AID 429, 2006; Cy3B-geldanamycin FP displacement; Heat shock protein HSP 90-alpha (Homo sapiens), P07900; 64,000 compounds, 0.35% hits; inhibition, % at 30 µM;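 active = inhibition above 50%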;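 also: 0% = tracer plus lysate wells and 100% = tracer alone without lysate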
FXIIa inh mix: human factor XIIa inhibitors, primary screen, biochemical, pooled compound mixtures, fluorogenic substrate; Coagulation factor XII (Homo sapiens), P00748; purified FXIIa; inhibition, % at 5 µM; 62,000 compounds, 0.2% hits; AID 684, 2007;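 also: 0% = enzyme without compound and 100% = no enzyme blank; some results filed as inactive read as strong as hits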
Target sequence (P00748 20-372 limits assumed): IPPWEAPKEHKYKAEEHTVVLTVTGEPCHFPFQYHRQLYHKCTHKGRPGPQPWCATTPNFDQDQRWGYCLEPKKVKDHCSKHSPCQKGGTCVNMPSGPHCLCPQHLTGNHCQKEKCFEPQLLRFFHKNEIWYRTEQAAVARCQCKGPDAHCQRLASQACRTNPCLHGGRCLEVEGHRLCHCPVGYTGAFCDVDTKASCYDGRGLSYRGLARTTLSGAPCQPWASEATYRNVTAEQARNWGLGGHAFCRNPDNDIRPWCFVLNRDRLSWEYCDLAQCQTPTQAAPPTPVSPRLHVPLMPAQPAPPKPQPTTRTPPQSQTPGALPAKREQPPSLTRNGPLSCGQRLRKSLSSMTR
Target sequence (P00748 373-615 limits assumed): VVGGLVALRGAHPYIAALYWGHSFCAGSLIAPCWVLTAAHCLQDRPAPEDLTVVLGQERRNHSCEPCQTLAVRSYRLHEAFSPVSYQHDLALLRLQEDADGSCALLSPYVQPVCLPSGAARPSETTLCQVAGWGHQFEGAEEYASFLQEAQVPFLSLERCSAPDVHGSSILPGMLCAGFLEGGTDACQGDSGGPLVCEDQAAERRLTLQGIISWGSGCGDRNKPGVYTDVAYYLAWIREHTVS
Cdc25B block: inhibitors of Cdc25B phosphatase catalytic domain, primary screen, biochemical, OMFP fluorescence; M-phase inducer phosphatase 2 (Homo sapiens), P30305; recombinant Cdc25B, OMFP fluorescence Ex485/Em525; inhibition, %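 (compounds tested at 10 µM final in the well)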; 65,000 compounds, 0.1% hits; in the data active = inhibition above about 50%
DUSP1 inh: MKP-1 phosphatase inhibitors, primary screen, biochemical, in vitro; 65,000 compounds, 0.15% hits; recombinant MKP-1, OMFP hydrolysis fluorescence; AID 374, 2006; Dual specificity protein phosphatase 1 (Homo sapiens), P28562; inhibition, %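 (compounds tested at a single concentration somewhere between 10 and 100 µM)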;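 active = inhibition above about 50%, limit read from the data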;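 also: 0% = DMSO max control wells and 100% = wells with enzyme stopped by NaOH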
Target sequence (P28562 whole entry, looked up): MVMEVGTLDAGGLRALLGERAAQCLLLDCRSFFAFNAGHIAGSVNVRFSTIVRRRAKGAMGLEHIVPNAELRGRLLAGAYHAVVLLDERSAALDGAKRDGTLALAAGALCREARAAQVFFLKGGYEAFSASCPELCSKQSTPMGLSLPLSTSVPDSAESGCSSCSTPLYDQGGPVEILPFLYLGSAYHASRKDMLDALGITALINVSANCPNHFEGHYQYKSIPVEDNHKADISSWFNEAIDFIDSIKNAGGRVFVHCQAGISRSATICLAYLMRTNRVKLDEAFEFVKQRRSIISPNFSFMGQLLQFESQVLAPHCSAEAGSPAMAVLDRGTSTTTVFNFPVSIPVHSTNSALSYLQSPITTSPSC
JNK3 inh: JNK3 kinase activity inhibitors, primary screen, biochemical, human, purified enzyme; 60,000 compounds, 0.61% hits; Mitogen-activated protein kinase 10 (Homo sapiens), P53779; inhibition, % at 8 µM; HTS; in the data active = inhibition above about 17%;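 also: 0% = DMSO and 100% = reference inhibitor; many of its hits are not listed in these tables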
Abs 340nm: compound light absorbance at 340 nm, profiling panel, artefact control, biochemical, MLSMR library, data from PS, PMK, MK assays; fold change at 10 µM; compound absorbance at 340 nm, fold over control; AID 708, 2007; 65,000 tested, under 10 active;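 active = at 10 µM dose, initial 340 nm absorbance at least 2 fold that of control wells; inactive = change under 2 fold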;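 also: initial absorbance extrapolated from kinetic A340 decline of NADH oxidation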
AP complement: alternative complement pathway inhibitors, primary screen, biochemical, ELISA, human serum, orthogonally pooled compounds | LPS-coated ELISA, C3 deposition; tested in compound mixtures | inhibition, % at 5 µM | 62,000 compounds, 0.08% hits;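 active = inhibition above 30% in each of the two pooled mixtures holding the compound, so the lower value exceeds 30%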;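 also: 0% = serum in Mg-EGTA without compound and 100% = EDTA serum blank; some compounds past the cut are filed as inactive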
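Assay system: human serum alternative complement pathway, C3 deposition on LPS-coated wells; Dosing: 5 µM per compound in ten-compound mixtures; Detection: Anti-C3 ELISA, OD 450 nm; Buffer or medium: Mg2+-EGTA GVB++ buffer containing human serum at 1:15 dilution; Timing: 1 h at 37 °C; Replication: two different pools per compound.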
MMP13 inh: human MMP13 inhibitors, primary screen, biochemical, FRET peptide cleavage; Collagenase 3 (Homo sapiens), P45452; MMP-13 fTHP FRET cleavage, Mca fluorescence; inhibition, % at 4 µM; 65,000 compounds, 0.07% hits; AID 570, 2006;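 active = inhibition above the mean of compound-free control plate wells plus 3 SD, cut at about 14% in these data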;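 also: 0% = DMSO wells and 100% = wells with reference MMP-13 inhibitor after basal subtraction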
Active calls of the source: *; i = inactive; / = no result given; & = joins results of further samples; [ ] = dose if it differs, or a comment. Rule as the data show it, unless noted: active = inhibition above about 20% (passing the limit was not always enough); inactive = the rest. Some of the compounds tested, so the mix of outcomes need not match the whole.

SMILES	FXIa inh mix	Hsp90 inh	FXIIa inh mix	Cdc25B block	DUSP1 inh	JNK3 inh	Abs 340nm	AP complement	MMP13 inh
COc1ccc(CN2CC3CC(C2)c2cccc(=O)n2C3)cc1OC (stereo unspecified)	10	-2	6	-13	9	7	1	4	-5
CCN1CCN(Cc2ccc(C)cc2C)CC1	2	-1	2	1	14	6	1.1	-4	4
C[C@H]1CCC[C@@H](O)CCC/C=C/c2cc(O)cc(O)c2C(=O)O1	10	/	-19	-13	7	/	1.1	12	-2
CCOC(=O)C1=C(C)OC(N)=C(C(=O)OC)C12C(=O)Nc1ccc(Br)cc12 (stereo unspecified)	24	-14	13	1	10	3	1	14	2
CCOC(=O)C(O)(c1ccc(N(CC)C(=O)OC)cc1)C(F)(F)F (stereo unspecified)	-11	-1	7	-13	-3	-1	0.99	3	1
C[C@H]1OC[C@@H](C[N+](C)(C)C)O1	6	-5&0	2	-2	-10	-6	0.99	14	-2
O=S1(=O)CC2(N3CCOCC3)CCCCCCC21 (stereo unspecified)	4	-1	-7	-1	25	/	0.99	13	-1
CCNc1ccc(P(=S)(N(C)C)N(C)C)cc1	7	-2	2	-10	7	/	1	10	5
CCOC(=O)c1cc(C)n(CCc2cnc[nH]2)c1C	/	2	/	-27	-15	-1	1	/	-11
CC1(C)CN=C(Nc2ccccc2C(F)(F)F)S1	-3	-3	26	-13	7	0	0.97	15	5
FC(F)(F)c1ccc2c(c1)NP(=S)(N1CCOCC1)c1nccn1-2 (stereo unspecified)	8	/	-17	-26	4	/	1.1	14	-1
CN1C(=O)N(C)C(=O)C(CCc2ccccn2)(CCc2ccccn2)C1=O	7	-2	-15	-1	-18	-3	1	8	1
CCCCCn1c(N)c(C(=O)NCCN2CCOCC2)c2nc3ccccc3nc21	1	-7	3	-33	36	-1	1.1	11	-184[fluorescence artefact?]
CCN(CC)C(=O)c1ccc(NC(=O)CSc2nnnn2-c2cc(OC)ccc2OC)cc1	-1	2	-1	5	9	4	0.94	-10	6
NCCc1c[nH]c2ccc(F)cc12	1	-2	5	-1	2	0	1	7	-5
CCCCN=Cc1c(O)n(-c2c(C)cc(C)cc2C)c(=O)[nH]c1=O	4	0	16	-1	8	-1	1.1	3	7
COCCOC(=O)c1c(N)n(Cc2ccc(OC)cc2)c2nc3ccccc3nc12	-9	-9	18	-6	42	1	1.1	-13	-67
CCN(CC)CCN=Cc1c(O)n(CCC2=CCCCC2)c(=O)[nH]c1=O	-4	-4	-6	7	-11	-1	1	-6	-2
CCCCn1c(O)c(C=Nc2c(C)n(C)n(-c3ccccc3)c2=O)c(=O)[nH]c1=O	3	-4	2	-13	-15	2	1.1	22	3
O=C1c2ccccc2C(=O)N1Cc1nc2ccccc2c(=O)n1-c1ccccn1	-21	-2	3	-1	11	10	1	8	-2
O=c1c2cc(Cl)cc(Cl)c2nc(CN2CCOCC2)n1-c1ccccc1F	8	-13	-17	-9	12	5	1.1	0	7
CNCC(O)c1ccc(O)cc1 (stereo unspecified)	6	-1&-1	-14	-17	-6	4	0.98	16	2
CCc1sc(C(=O)N2CCC3(CC2)OCCO3)cc1Br	2	/	-2	-4	5	-8	1	9	0
COC(=O)c1ccccc1-n1c(C)nc2ccccc2c1=O	3	-2	0	-12	-3	2	0.99	4	4
COc1ccc(N2C(=O)CC(=O)NC2=O)cc1	2	-7	2	5	8	2	1.1	-2	3
CCOc1cc(C2NCc3ccccc3-n3cccc32)ccc1O (stereo unspecified)	3	1	-3	-6	-16	-1	1	8	-3
CC1(C)CN=C(Nc2ccc(F)c(F)c2)S1	11	-1	12	-14	12	-2	1	12	2
CC(C)OCCCNC(=O)c1c(N)n(CC2CCCO2)c2nc3ccccc3nc12 (stereo unspecified)	-11	-4	-18	2	32	-5	1	6	-91[fluorescence artefact?]
CN(C)C(=O)Oc1ccc(Cl)c2ccccc12	3	-1	5	1	-8	6	1.1	10	5
C=CCN1C(=O)NC(=O)C(Cc2ccc(OC)c(OC)c2)C1=O (stereo unspecified)	7	-6	7	6	25	3	1.1	0	0
CC(C)OC(=O)c1c(N)n(Cc2ccco2)c2nc3ccccc3nc12	/	-3	/	16	-16	-1	1.1	/	i[fluorescence artefact?]
O=C(c1ccc2nc3ccc(Cl)cc3c(=O)n2c1)N1CCC2(CC1)OCCO2	1	2	0	0	11	/	1.1	5	-64[fluorescence artefact?]
Cc1cc(C)n2nc(SCC(=O)N3CCC4(CC3)OCCO4)nc2n1	-3	2	0	4	7	/	0.98	-8	-2
O=c1[nH]c(=O)n(CCc2ccc(F)cc2)c(O)c1C=NCCCN1CCOCC1	3	-1	2	-3	-11	7	0.99	-6	0
COc1cc2[nH]c(=O)n(-c3ccccc3)c(=O)c2cc1OC	5	-2	-1	-5	2	-4	1.1	10	-38
CN1C(=O)N(C)C(=O)C2(Cc3c(ccc4ccccc34)N(C)C2)C1=O	9	1	5	9	19	-2	1	-12	0

An excerpt of these results, with two lines to a compound.
Every second line gives: FXIa inh mix	Hsp90 inh	FXIIa inh mix	Cdc25B block	DUSP1 inh	JNK3 inh	Abs 340nm	AP complement	MMP13 inh
CCOc1cc(C2NCc3ccccc3-n3cccc32)ccc1O (stereo unspecified)
→ 3	1	-3	-6	-16	-1	1	8	-3
COc1ccc(N2C(=O)CC(=O)NC2=O)cc1
→ 2	-7	2	5	8	2	1.1	-2	3

A different layout for part of the listing above:
Structure,FXIa inh mix,Hsp90 inh,FXIIa inh mix,Cdc25B block,DUSP1 inh,JNK3 inh,Abs 340nm,AP complement,MMP13 inh
O=S1(=O)CC2(N3CCOCC3)CCCCCCC21 (stereo unspecified),4,-1,-7,-1,25,/,0.99,13,-1
CCNc1ccc(P(=S)(N(C)C)N(C)C)cc1,7,-2,2,-10,7,/,1,10,5
CCOC(=O)c1cc(C)n(CCc2cnc[nH]2)c1C,/,2,/,-27,-15,-1,1,/,-11

(further entries)
SMILES	FXIa inh mix	Hsp90 inh	FXIIa inh mix	Cdc25B block	DUSP1 inh	JNK3 inh	Abs 340nm	AP complement	MMP13 inh
CC(=O)c1ccccc1NC(=O)C1C2CCC(O2)C1C(=O)O (stereo unspecified)	10	-6	1	-18	0	0	1	4	0
OC1(CN2CCOCC2)C2CC3CC(C2)CC1C3 (stereo unspecified)	-2	1	0	-4	16	-3	0.97	-9	3
CN(C)c1ccc(P(=S)(N(C)C)N(C)C)cc1	7	/	0	-12	2	/	1	-3	-3
CCOC(=O)c1c(C)n(CCOC)c2ccc(O)cc12	-9	-2	6	1	14	-5	1	7	4
O=C1C2CCCN2C(c2ccc(Cl)c(Cl)c2)N1c1ccccn1 (stereo unspecified)	-11	-1	6	3	0	-2	0.99	-3	-1
Cc1ccc(CS(=O)(=O)CCC(=O)N2CCC3(CC2)OCCO3)cc1	12	2	-1	-5	-1	-3	0.99	3	6
C[C@H]1CCCC(=O)CCCCCc2cc(O)cc(O)c2C(=O)O1	2	88*	-24	-18	-16	1	1	3	1
CCN(CC)CCCN=Cc1c(O)n(CCc2ccc(F)cc2)c(=O)[nH]c1=O	14	-4	6	1	-2	-5	0.99	3	2
C=CCn1c(O)c(C(C)=Nc2ccc(C(=O)OCC)cc2)c(=O)[nH]c1=O	5	-1	13	1	-24	5	1.1	6	-1
Cc1cc(C)n2nc(C)[n+](C)c2n1	4	0	0	-25	-3	-5	1	12	-2
Cc1ccc(N2C(=O)NC(=O)C3(Cc4ccccc4N4CCN(c5ccccc5)CC43)C2=O)cc1 (stereo unspecified)	12	-4	4	10	17	6	1	0	-3
CC(C)[C@H]1C(=O)N2CCC[C@H]2[C@]2(O)O[C@](NC(=O)[C@@H]3C=C4c5cccc6[nH]cc(c56)C[C@H]4N(C)C3)(C(C)C)C(=O)N12	3	3	5	-1	17	-5	0.98	5	-46

Pulled by structure from the list above, 6 records:
SMILES	FXIa inh mix	Hsp90 inh	FXIIa inh mix	Cdc25B block	DUSP1 inh	JNK3 inh	Abs 340nm	AP complement	MMP13 inh
CCN(CC)CCN=Cc1c(O)n(CCC2=CCCCC2)c(=O)[nH]c1=O	-4	-4	-6	7	-11	-1	1	-6	-2
O=C1c2ccccc2C(=O)N1Cc1nc2ccccc2c(=O)n1-c1ccccn1	-21	-2	3	-1	11	10	1	8	-2
CC(=O)c1ccccc1NC(=O)C1C2CCC(O2)C1C(=O)O (stereo unspecified)	10	-6	1	-18	0	0	1	4	0
O=S1(=O)CC2(N3CCOCC3)CCCCCCC21 (stereo unspecified)	4	-1	-7	-1	25	/	0.99	13	-1
Cc1cc(C)n2nc(C)[n+](C)c2n1	4	0	0	-25	-3	-5	1	12	-2
CN1C(=O)N(C)C(=O)C(CCc2ccccn2)(CCc2ccccn2)C1=O	7	-2	-15	-1	-18	-3	1	8	1

Next entries
SMILES	FXIa inh mix	Hsp90 inh	FXIIa inh mix	Cdc25B block	DUSP1 inh	JNK3 inh	Abs 340nm	AP complement	MMP13 inh
O=c1[nH]c(=O)n(CCC2=CCCCC2)c(O)c1C=NCCCn1ccnc1	13	-6	2	5	-8	-5	1	0	6
CC1CC2(O)c3no[n+]([O-])c3CCC2N1O (stereo unspecified)	-2	-1	6	5	6	4	1.1	2	0
OC1(c2ccc(F)cc2)CC2CCC(C1)N2Cc1nnnn1C1CCCCC1 (stereo unspecified)	-1	-3	4	-5	13	-1	1	2	1
CCN(CC)CCCN=C(C)c1c(O)n(C2CCCCC2)c(=O)[nH]c1=O	5	-10	27	10	-11	-6	1	6	-3
C(#CCN1CCOCC1)COCC#Cc1ccccc1	12	-3	5	-4	-7	-6	0.99	7	-1
O=C(c1cc2c(s1)CCCCCC2)N1CCC2(CC1)OCCO2	4	-3	7	-3	14	-3	1	18	5
CCCNc1oc(-c2cccc3ccccc23)nc1C#N	-26	-10	1	-4	-20	2	1.1	4	-458[fluorescence artefact?]
O=C(O)Cn1cc(C(=O)c2ccccc2)c2ccccc21	8	-13	7	-6	1	0	1	12	0
